# Screening results (PubChem BioAssay)
# Peg3 prom inh = inhibitors of Peg3 promoter | HeLa PEG-Prom luciferase reporter, luminescence, overnight | inhibition, % at 20 µM | hit rate 1.7% among 360,000 | AID 588405;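 active = inhibition of at least 50% at 20 µM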
# KKLEB tox = CF airway cell cytotoxicity counter-screen; KKLEB CF airway cells viability, ATPlite luminescence, overnight; stronger effect = lower value; cells stimulated with P. aeruginosa culture filtrate; activity change (cytotoxicity), % at 5 µM; hit rate 0.36% among 360,000; AID 602141;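 active = corrected activity change at or below -50% at 5 µM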
# CF NFkB inh = cystic fibrosis NF-kB activation inhibition | AID 588850 | KKLEB NF-kB-GFP reporter, PAF-induced, GFP fluorescence overnight | inhibition, % at 5 µM | hit rate 0.86% among 360,000;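 active = at least 50% inhibition at 5 µM, scaled per plate between neutral and stimulator controls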;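 note: PAF is a Pseudomonas aeruginosa culture filtrate used as stimulus; plate controls were PAF-stimulated DMSO wells for no effect and unstimulated DMSO wells for full effect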
# TRPM1 prom inh = inhibitors of MITF-driven TRPM1 promoter in melanoma cells; SK-MEL-5 TRPM1 promoter luciferase, 24 h; inhibition, % at 12.5 µM; hit rate 0.83% among 330,000; AID 488899;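 active = mean inhibition across replicates of 60% or more, whatever share of single replicates reaches that level; inconclusive = some that reach 60%, reason not given; inactive = mean inhibition across replicates below 60%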; note: values of inactives mirror those of a sister screen read the other way
# Shn3 inh set2 = reduces Shn3 3'UTR luciferase signal in osteoblasts; Clone20 osteoblast Shn3 3'UTR firefly luciferase, 24 h; inhibition, % at 12.5 µM; hit rate 0.52% among 360,000;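 active = mean inhibition of at least 75% with every replicate also reaching 75%; inconclusive = mean inhibition at least 75% but some replicate below; inactive = mean inhibition below 75%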;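 note: 0% = median of neutral control wells and 100% = pilot-screen positive control compound; some compounds past the cut are filed as inactive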
# NR2E3 ag-1 = agonists of human nuclear receptor NR2E3. Q9Y5X4. GST-NR2E3/biotin-RetCOR TR-FRET, 1536-well. inhibition of corepressor binding, % at 4.78 µM. hit rate 0.12% among 320,000. AID 2300;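 active = percent inhibition above the cutoff of mean plus 3 SD of all tested compounds, set per screening campaign, cut at about 20% in these data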;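 note: 0% = DMSO wells and 100% = biotin wells as full block of FRET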
# Target sequence (Q9Y5X4 whole entry, looked up): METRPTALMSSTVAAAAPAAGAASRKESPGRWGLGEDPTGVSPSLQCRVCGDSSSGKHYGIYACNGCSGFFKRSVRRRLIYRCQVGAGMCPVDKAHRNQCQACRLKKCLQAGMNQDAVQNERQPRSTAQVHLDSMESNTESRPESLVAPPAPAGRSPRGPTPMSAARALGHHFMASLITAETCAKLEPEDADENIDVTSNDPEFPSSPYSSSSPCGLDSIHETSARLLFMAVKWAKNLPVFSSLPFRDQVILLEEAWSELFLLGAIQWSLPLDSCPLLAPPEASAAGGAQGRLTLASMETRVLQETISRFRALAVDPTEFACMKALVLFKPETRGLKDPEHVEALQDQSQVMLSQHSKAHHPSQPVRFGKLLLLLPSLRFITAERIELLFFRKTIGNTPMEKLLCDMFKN
#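 System: GST-tagged NR2E3 plus biotinylated RetCOR corepressor; Buffer or medium: pH 7.5 Tris-based buffer; Probe or stimulus: RetCOR corepressor, biotinylated, 7 nM; Doses: compound at 4.8 µM, single dose; Schedule: 5 h incubation at 4 °C; Technique: time-resolved FRET; Evaluation: percent inhibition of TR-FRET ratio; Replication: one well per compound, singlicate testing.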
# HIF-2a inh = inhibitors of HIF-2a; 786-0 RCC cells HIF-2a reporter, luciferase luminescence, overnight; inhibition, % at 18.8 µM; hit rate 0.72% among 360,000;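 active = inhibition of the luminescence signal of 40% or more relative to plate controls, in a single-dose primary screen at 18.75 µM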
# CaV13 ICDI inh = Primary screen for inhibitors of IQ motif and Ca2+-dependent inactivation inhibitor domain binding in CACNA1D, Förster resonance energy transfer in living cells, … | hit rate 0.098% among 340,000 | inhibition, % at 12.3 µM | HEK cells, CFP/YFP FRET ICDI-IQ, plate reader, 10 min; percent FRET-ratio fall versus neutral wells;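 active = mean replicate inhibition of at least 30% and at least 1% of replicates passing that level; inconclusive = only one of the two criteria is met; inactive = neither criterion is met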;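 note: 0% = median of the neutral control wells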
# Vif imaging = HIV Vif inhibition | AID 602346 | HEK293T cells, Vif self-association by quenched fluorescence, imaging, 24 h | hit rate 0.35% among 340,000 | inhibition, % at 7.49 µM; in the data active = inhibition above about 50%, passing the limit was not always enough; inconclusive = no clear call, values can overlap the other calls; inactive = below about 31%; note: some results filed as inactive read as strong as hits
# NR2E3 ag-2 = agonists of human NR2E3 nuclear receptor | Q9Y5X4 | CHO-S Gal4-NCOR/VP16-NR2E3 two-hybrid, luciferase | inhibition of corepressor binding, % at 3.98 µM | hit rate 0.35% among 360,000 | AID 602229;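 active = inhibition above the mean of all tested compounds plus 3 SD, cut at about 70% in these data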;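 note: 0% = DMSO with NR2E3 transfected cells and 100% = cells lacking NR2E3 construct; higher means lower luciferase signal from less NR2E3 corepressor binding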
# PDI inh = inhibitors of human protein disulfide isomerase; P07237; PDI insulin aggregation turbidity, A650, 90 min; inhibition, % at 10 µM; hit rate 0.052% among 350,000; AID 588391;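 active = mean inhibition across replicates of 30% or more, whatever share of single replicates reach that level; inconclusive = mean inhibition below 30% while every single replicate reaches 30%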;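 note: absorbance from insulin aggregation driven by PDI reduction with DTT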
# Target sequence (P07237 whole entry, looked up): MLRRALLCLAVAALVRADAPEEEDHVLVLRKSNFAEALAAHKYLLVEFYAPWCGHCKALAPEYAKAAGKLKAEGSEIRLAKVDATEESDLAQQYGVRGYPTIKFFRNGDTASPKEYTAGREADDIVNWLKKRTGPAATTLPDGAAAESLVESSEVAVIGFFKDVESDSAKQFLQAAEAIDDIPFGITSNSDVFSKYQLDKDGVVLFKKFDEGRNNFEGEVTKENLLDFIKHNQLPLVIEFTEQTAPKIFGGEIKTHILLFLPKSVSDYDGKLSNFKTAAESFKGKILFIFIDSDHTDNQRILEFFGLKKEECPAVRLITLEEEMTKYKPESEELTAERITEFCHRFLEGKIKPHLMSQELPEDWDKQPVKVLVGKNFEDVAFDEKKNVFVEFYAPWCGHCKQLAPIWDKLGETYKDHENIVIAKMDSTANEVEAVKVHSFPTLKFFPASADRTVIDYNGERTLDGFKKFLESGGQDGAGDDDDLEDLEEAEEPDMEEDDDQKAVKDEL
# * hit, by the source's call; ? = inconclusive; nt = no result given.
SMILES,Peg3 prom inh,KKLEB tox,CF NFkB inh,TRPM1 prom inh,Shn3 inh set2,NR2E3 ag-1,HIF-2a inh,CaV13 ICDI inh,Vif imaging,NR2E3 ag-2,PDI inh
CC(=O)C[C@@H](O)CC(=O)[C@H]1OC(=O)CCCCCCc2ccccc21,-10,20,-11,-4,7,0,28,-6,-16,-24,-1
C#CCN1Cc2ccccc2Oc2cc(Br)ccc2S1(=O)=O,20,-6,17,1,-4,nt,6,-7,10,18,-8
Cc1ccc(S(=O)(=O)N2[C@@H](c3ccc(C#N)cc3)C(C(=O)O)=C[C@H]2C(C)(C)C)cc1,12,-3,6,-12,6,nt,0,-5,nt,0,-4
CC(C)(C)[C@H]1COC(=O)[C@H](NC(=O)OCC2c3ccccc3-c3ccccc32)C/C=C\C[C@@H](CC(=O)N(CCO)Cc2ccccc2)C(=O)N1,33,-17,-7,4,45,nt,-12,-5,-1,-7,-4
CCOC(=O)NC(Nc1ccc(C)cn1)(C(F)(F)F)C(F)(F)F,7,-1,-5,-18,-7,2,24,-1,-2,-24,2
CCc1ccccc1NC(=O)C(C#N)Cc1cccnc1 (stereo unspecified),22,-8,7,-3,12,-1,16,-5,12,8,3
CCOC(=O)N1CCN(S(=O)(=O)c2ccc3c(c2)oc(=O)n3C)CC1,4,0,-4,3,-5,0,6,-4,10,-17,-2
CC1(C)CCCC2=C1CC1C(=O)N(O)C(=O)C1C2 (stereo unspecified),15,2,-2,10,-8,-1,11,-6,-13,20,-5
COc1ccc(C=NNC(=S)Nc2ccc(F)cc2)cc1OC,7,1,-17,14,8,nt,48*,-9,2,9,-1
CN(C)/C=C(\C#N)C(N)=C(C#N)C#N,0,-4,2,2,-7,0,15,-4,-2,-3,-9
O=C(CSc1nnc(-c2ccccc2F)n1C1CCCCC1)N1CCCC1,-9,-2,3,9,-13,1,7,-5,-11,9,20
O=C(COC(=O)/C=C/c1ccccc1F)Nc1nnc(-c2ccccc2)o1,-3,14,-21,1,-9,-3,-5,-7,8,2,-2
COc1c(O)cccc1-c1nnn(CCC(=O)OCC(=O)c2ccccc2)n1,9,7,-1,9,-26,-2,-15,-5,-5,11,0
O=C(CCCOc1ccccc1)Nc1cccc(C(=O)O)c1,7,-3,4,-8,2,1,2,-6,5,-7,-3
NC(Cc1ccc(F)cc1)c1csc(Nc2ccc(C(=O)NCCCO)cn2)n1 (stereo unspecified),-1,5,-6,nt,-8,nt,7,-3,6,-10,4
COc1ccc2cc(/C(C)=N/NC(=O)c3cc(C)oc3C)ccc2c1,1,8,-8,nt,-4,nt,-89,-17,-2,-62,6
Cc1cc(C(=O)N/N=C/C=C/c2ccc3c(c2)OCO3)n[nH]1,-22,10,-45,-20,3,-4,-43,0,-4,1,-2
CC(=O)NCCCNS(=O)(=O)c1ccc(C)cc1,-2,-9,-3,7,-25,0,12,3,-1,1,-5
O=C(COC(=O)/C=C/c1cccs1)Nc1nc(-c2cccc(Br)c2)cs1,-99,9,-28,-33,-22,-4,-202,-6,-6,-58,-3
CC(C)(C)C1CCC(=O)N(CCOc2ccccc2)CC1 (stereo unspecified),-151,9,24,-65,-1,0,-168,-6,-2,-59,-3
Cc1c(NC(=O)C(C)OC(=O)COc2cccc3c2OC(C)(C)C3)c(=O)n(-c2ccccc2)n1C (stereo unspecified),-8,3,-3,-1,-6,-6,0,nt,0,-18,1
COc1ccc2c(=O)c3c(=O)n(Cc4ccco4)c(-c4ccccc4)nc3oc2c1,3,-4,3,-9,14,2,6,-12,-19,5,0
Cc1onc(-c2ccccc2Cl)c1C(=O)NCC(=O)O,4,-11,-4,0,-2,3,7,nt,24,5,-8
O=C(COC(=O)/C=C/c1cccs1)Nc1ccc(F)cc1,3,5,-28,-2,0,-2,-3,-2,-3,11,2
CCCCCCCN(c1ccccc1)[C@@H]1C[C@H]2CCCC(=O)N3CC[C@@H](C1)[C@@H]23,87*,-24,48,13,?,nt,-14,-10,-9,-4,-3
CCCCC(=O)Nc1cccc(NC(=O)c2ccc(Br)cc2)c1,-7,6,-4,-8,1,4,-8,-4,6,-37,-7
CC(=O)c1cccc(S(=O)(=O)N2CCC(C(=O)N(C)Cc3ccc(Cl)s3)CC2)c1,29,-10,21,3,15,3,6,-3,-5,2,-1
CC[C@@H](C)[C@H](NC(=O)Cc1c(C)c2cc3c(C)coc3c(C)c2oc1=O)C(=O)O,6,-30,14,1,2,-4,17,-2,-4,-11,3
O=c1c2ccccc2nc2n1CC/C2=C/N1CCN(c2cccc(C(F)(F)F)c2)CC1,29,-16,15,2,-15,-2,18,nt,-3,-12,11
C=CCNC(=O)NS(=O)(=O)c1ccc(C)cc1,13,-4,-10,-8,2,1,4,-5,-7,3,4
Cc1cc(C)n(C(=O)c2ccc(C)c(S(=O)(=O)N3CCCCC3)c2)n1,-2,1,12,16,14,2,10,-5,-3,-1,8
CCc1ccccc1NC(=O)COc1ccc2c(c1)OCO2,-60,5,12,-38,-7,-2,-106,1,19,-7,0
Cc1cc2oc(=O)cc(Cn3ncc(Cl)c(Cl)c3=O)c2cc1Cl,106*,-69*,88*,83*,97*,-1,-38,nt,19,-18,5
COc1ccc2nc(N/C(N)=N/C(=S)Nc3ccccc3)nc(C)c2c1,-76,2,-47,-8,0,-1,-113,-5,-6,-7,1
CCc1ccc(C(C)NC(=O)c2ccc3c(c2)OCO3)cc1 (stereo unspecified),6,-2,2,18,9,-1,-3,nt,2,-15,-4
CC(C)(C)OC(=O)N1CCC(NC(=O)c2nc[nH]c2C(=O)N2CCN(c3ccccc3)CC2)CC1,7,-2,-4,-11,9,nt,16,-11,-4,-29,0
O=C(Nn1c(C2CCCCC2)nc2ccccc2c1=O)c1ccc(Cl)c([N+](=O)[O-])c1,17,-26,14,-1,-7,5,-1,-5,-9,-4,1
C#CCOCCOCCOCCNc1nc(N2CCOCC2)nc(N2CCN(C(=O)CCCCCCCCCCNC(=O)[C@@H]([C@H](C)O)n3cc(C)nn3)CC2)n1,13,8,-17,-3,-1,2,11,-6,-14,15,6
Cc1ccc(S(=O)(=O)Oc2ccc(/C=C3/N=C(c4ccccc4)OC3=O)cc2)cc1,12,10,-3,-6,1,-1,15,-3,1,-1,-1
COc1ccccc1-n1nnnc1SCC(=O)Nc1ccc(C)c(N)c1,16,-10,16,-7,0,2,-9,-22,-6,-30,-6
Cc1ccc(C(C)C)c(OCC(O)CN2CCOCC2)c1 (stereo unspecified),-2,-2,8,4,4,1,-17,nt,-3,-21,-3
Cc1nn2c(N3CCN(C)CC3)cc(C(C)(C)C)nc2c1-c1ccccc1,59*,-20,20,-14,17,-1,12,-4,-4,25,4
CCOC(=O)C1(CC2CC2)CCN(S(=O)(=O)/C=C/c2ccccc2)CC1,26,6,5,2,32,0,7,3,1,22,3
COc1ccc(C2C(=O)N(C3CCCCC3)CC(=O)N2Cc2ccco2)cc1 (stereo unspecified),4,-7,-1,3,22,1,1,-6,1,-27,4

# 13 entries from above, sorted by number of heavy atoms, low to high.
SMILES,Peg3 prom inh,KKLEB tox,CF NFkB inh,TRPM1 prom inh,Shn3 inh set2,NR2E3 ag-1,HIF-2a inh,CaV13 ICDI inh,Vif imaging,NR2E3 ag-2,PDI inh
C=CCNC(=O)NS(=O)(=O)c1ccc(C)cc1,13,-4,-10,-8,2,1,4,-5,-7,3,4
Cc1ccc(C(C)C)c(OCC(O)CN2CCOCC2)c1 (stereo unspecified),-2,-2,8,4,4,1,-17,nt,-3,-21,-3
CCc1ccc(C(C)NC(=O)c2ccc3c(c2)OCO3)cc1 (stereo unspecified),6,-2,2,18,9,-1,-3,nt,2,-15,-4
Cc1cc2oc(=O)cc(Cn3ncc(Cl)c(Cl)c3=O)c2cc1Cl,106*,-69*,88*,83*,97*,-1,-38,nt,19,-18,5
Cc1cc(C)n(C(=O)c2ccc(C)c(S(=O)(=O)N3CCCCC3)c2)n1,-2,1,12,16,14,2,10,-5,-3,-1,8
COc1ccccc1-n1nnnc1SCC(=O)Nc1ccc(C)c(N)c1,16,-10,16,-7,0,2,-9,-22,-6,-30,-6
Cc1nn2c(N3CCN(C)CC3)cc(C(C)(C)C)nc2c1-c1ccccc1,59*,-20,20,-14,17,-1,12,-4,-4,25,4
COc1ccc(C2C(=O)N(C3CCCCC3)CC(=O)N2Cc2ccco2)cc1 (stereo unspecified),4,-7,-1,3,22,1,1,-6,1,-27,4
CC[C@@H](C)[C@H](NC(=O)Cc1c(C)c2cc3c(C)coc3c(C)c2oc1=O)C(=O)O,6,-30,14,1,2,-4,17,-2,-4,-11,3
O=C(Nn1c(C2CCCCC2)nc2ccccc2c1=O)c1ccc(Cl)c([N+](=O)[O-])c1,17,-26,14,-1,-7,5,-1,-5,-9,-4,1
O=c1c2ccccc2nc2n1CC/C2=C/N1CCN(c2cccc(C(F)(F)F)c2)CC1,29,-16,15,2,-15,-2,18,nt,-3,-12,11
CC(C)(C)OC(=O)N1CCC(NC(=O)c2nc[nH]c2C(=O)N2CCN(c3ccccc3)CC2)CC1,7,-2,-4,-11,9,nt,16,-11,-4,-29,0
C#CCOCCOCCOCCNc1nc(N2CCOCC2)nc(N2CCN(C(=O)CCCCCCCCCCNC(=O)[C@@H]([C@H](C)O)n3cc(C)nn3)CC2)n1,13,8,-17,-3,-1,2,11,-6,-14,15,6

# Compounds as they come. Share with any hit: about 3.3%.
